# EBI2 antag: EBI2 receptor antagonists, beta-arrestin recruitment, primary screen, cell-based, luminescence, 7a,25-OHC stimulation, uHTS. inhibition, % at 5 µM. 7a,25-OHC stimulated. 360,000 tested, 0.81% active. AID 651636, 2012; in the data active = inhibition above about 38%;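 also: enzyme fragment complementation signal reports receptor beta-arrestin coupling in cells; 0% = agonist plus DMSO wells and 100% = wells without agonist; some results beyond the cut were filed as inactive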
# GRIN3A LBD mod: binders of NR3A ligand-binding domain, primary screen, biophysical, differential scanning fluorimetry, uHTS | Glutamate receptor ionotropic, NMDA 3A (GRIN3A) ligand-binding domain | NR3A LBD differential scanning fluorimetry, Tm shift; 0% = protein alone, 100% = glycine-bound protein | Tm shift relative to glycine control, % at 25 µM | 340,000 tested, 2.5% active | AID 1259313, 2017;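 active = melting temperature shift of at least 10% of the positive control shift, at one fixed dose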
# CXCR6 inh: CXCR6 receptor inhibitors, primary screen, cell-based, beta-arrestin, luminescence, CHO-K1 PathHunter, 1536-well | inhibition, % at 20 µM | 360,000 tested, 0.36% active | C-X-C chemokine receptor type 6 (Homo sapiens), O00574; in the data active = inhibition above about 34%, passing the limit was not always enough;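 also: antagonist mode with CXCL16 agonist at 10 nM final; 0% = 10 nM CXCL16 with DMSO and 100% = unstimulated wells without agonist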
# Target sequence (O00574 whole entry, looked up): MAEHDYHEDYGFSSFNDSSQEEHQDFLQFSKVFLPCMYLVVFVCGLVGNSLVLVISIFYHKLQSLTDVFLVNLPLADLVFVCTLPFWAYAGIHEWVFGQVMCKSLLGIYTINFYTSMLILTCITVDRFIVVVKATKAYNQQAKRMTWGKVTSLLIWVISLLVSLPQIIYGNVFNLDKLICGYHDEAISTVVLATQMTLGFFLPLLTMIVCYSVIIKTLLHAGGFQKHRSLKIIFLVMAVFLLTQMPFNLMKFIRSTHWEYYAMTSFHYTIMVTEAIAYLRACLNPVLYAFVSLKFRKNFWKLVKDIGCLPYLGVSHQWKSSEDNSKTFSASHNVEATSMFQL
# MPTP inh: mitochondrial permeability transition pore inhibitors, primary screen, biochemical, isolated mouse mitochondria, absorbance; Ca2+ swelling absorbance, 30 min; inhibition, % at 10 µM; 360,000 tested, 1.4% active; AID 602449, 2012;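 active = inhibition of 50% or more, scaled per plate between neutral and stimulator controls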;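 also: 0% = DMSO wells given calcium and 100% = 1 mM EGTA wells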
# Gli-Sufu antag: Gli-Sufu pathway antagonists, primary screen, luciferase luminescence, Sufu-KO-LIGHT cells, uHTS | Sufu-KO-LIGHT fibroblasts, Gli luciferase reporter luminescence | inhibition, % at 5 µM | 340,000 tested, 0.74% active | AID 588413, 2011;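 active = inhibition above about 55%, limit read from the data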;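 also: 0% = DMSO-treated cells and 100% = wells with medium but no cells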
# APOBEC3G inh: APOBEC3G DNA deaminase inhibitors, primary screen, biochemical, fluorescence, single-stranded DNA substrate, uHTS. DNA dC->dU-editing enzyme APOBEC-3G (Homo sapiens), Q9HC16. recombinant A3G, ssDNA deamination FAM/TAMRA fluorescence. inhibition, % at 20 µM. 330,000 tested, 0.28% active. AID 493012, 2011;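 active = inhibition of at least 40% at 20 µM, with no more than 30% in the related APOBEC3A deaminase screen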;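 also: plate controls were DMSO wells with A3G for no effect and wells lacking A3G enzyme for full effect; some compounds called inactive have numbers as strong as hits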
# Target sequence (Q9HC16 whole entry, looked up): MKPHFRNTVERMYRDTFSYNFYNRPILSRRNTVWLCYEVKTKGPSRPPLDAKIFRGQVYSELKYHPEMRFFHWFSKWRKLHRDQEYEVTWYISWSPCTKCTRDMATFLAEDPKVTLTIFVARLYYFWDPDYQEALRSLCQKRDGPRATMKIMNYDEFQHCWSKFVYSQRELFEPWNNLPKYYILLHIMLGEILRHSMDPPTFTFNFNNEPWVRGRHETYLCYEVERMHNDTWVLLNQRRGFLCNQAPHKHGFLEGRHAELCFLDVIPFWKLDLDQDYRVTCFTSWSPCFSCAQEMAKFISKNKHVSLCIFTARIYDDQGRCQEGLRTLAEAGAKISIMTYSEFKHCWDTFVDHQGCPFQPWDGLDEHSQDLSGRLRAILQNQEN
# CCR6 antagonist: CCR6 receptor antagonists, primary screen, cell-based, CHO-K1, luminescence, beta-arrestin, uHTS; CHO-K1 CCR6 PathHunter beta-arrestin, CCL20-stimulated; AID 493098, 2011; C-C chemokine receptor type 6 (Homo sapiens), P51684; inhibition, % at 20 µM; 340,000 tested, 0.49% active;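 active = compounds whose inhibition of the agonist-driven luminescence signal at 20 µM reaches about 50%, limit read from the data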;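 also: cells stimulated with CCL20 at 14 nM final; plate controls were DMSO with CCL20 for no effect and DMSO without agonist for full effect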
# A3A deaminase: APOBEC3A ssDNA deaminase inhibitors, primary screen, selectivity assay for APOBEC3G inhibitor project, biochemical, FAM/TAMRA oligo cleavage fluorescence. AID 493011, 2011. recombinant A3A, FAM/TAMRA ssDNA deamination fluorescence. inhibition, % at 20 µM. 330,000 tested, 0.41% active. DNA dC->dU-editing enzyme APOBEC-3A (Homo sapiens), P31941;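 active = at least 40% inhibition at 20 µM here, with at most 30% in a related deaminase screen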;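 also: plate controls were A3A with DMSO for no effect and wells lacking A3A enzyme for full effect; some results filed as inactive read as strong as hits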
# Target sequence (P31941 whole entry, looked up): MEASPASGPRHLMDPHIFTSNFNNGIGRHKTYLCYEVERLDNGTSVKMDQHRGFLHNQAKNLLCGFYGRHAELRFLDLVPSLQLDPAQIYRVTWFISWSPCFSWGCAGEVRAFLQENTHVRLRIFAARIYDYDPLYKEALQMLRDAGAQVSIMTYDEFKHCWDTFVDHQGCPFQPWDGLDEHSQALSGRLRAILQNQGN
# The depositor's hits bear a star; . = not tested or not shown.
1) Cc1ccc(C)c(CN2C(=O)c3ccccc3S(=O)c3ccc(C(=O)NCCCN4CCCC4)cc32)c1 (stereo not given)
2) Cc1ccc(S(=O)(=O)NC(CC(=O)O)c2ccccc2)cc1 (stereo not given)
3) COc1cc(NC(=O)CCNC(=O)Cn2cnc3sc4c(c3c2=O)CCCC4)cc(OC)c1OC
4) CCCCNC(=S)N1CCN(C(c2ccccc2)c2ccccc2)CC1
5) Cc1c(C(=O)O)oc2ccc(S(=O)(=O)NCc3ccccc3)cc12
6) C/C(=N/NC(=O)CNC(=O)/C=C/c1ccco1)c1ccc(Cl)cc1
7) Cc1cccc(C(=O)Nc2cccc(-c3ccc4nncn4n3)c2)c1
8) COc1ccccc1N1CCN(C(c2cccs2)C(C)NC(=O)C(=O)N2CCOCC2)CC1 (stereo not given)
9) Cc1ccn2c(C(=O)c3ccc(Cl)cc3)cnc2c1
10) O=C(COC(=O)CNC(=O)c1ccc(Br)o1)Nc1ccc2c(c1)OCCO2

compound no.	1	2	3	4	5	6	7	8	9	10
EBI2 antag	7	-1	-7	24	-5	3	8	-9	-3	-14
GRIN3A LBD mod	-3	-4	-3	-9	-1	1	-1	1	1	-1
CXCR6 inh	20	8	-1	4	-10	-3	-4	1	-8	-3
MPTP inh	-2.7	1.1	-1.4	2.8	-1.0	0.6	1.9	-0.2	-0.8	-1.9
Gli-Sufu antag	36	-19	-23	9	-13	-2	24	-18	-85	37
APOBEC3G inh	-9	3	-7	-17	0	3	-4	4	46*	-6
CCR6 antagonist	27	-3	5	11	-20	-30	-15	7	14	4
A3A deaminase	-6	2	-2	-6	6	5	2	-2	3	2

11) COCCn1c(SCC(=O)Nc2cccnc2Cl)nc2cc(Cl)ccc2c1=O
12) Cc1ccc(CN=C2Nc3ccccc3CS2)cc1
13) Cc1cc(Nc2ccccc2)c2c([N+](=O)[O-])ccc(C)c2n1
14) OCCC1CN(Cc2cnc(N3CCCC3)s2)CCN1C1CCCC1 (stereo not given)
15) O=C(Cc1ccccc1)N/N=C/c1cc2c(cc1Cl)OCO2
16) COCCNC(=O)NC(=O)CN1CCCc2ccccc21
17) Cc1noc(C(=O)Nc2ccc(F)c(Cl)c2)c1Cl
18) COc1cccc2oc(CCc3ccccc3)cc(=O)c12
19) Cc1cccc[n+]1CC(=O)Nc1ccccc1
20) CC1(C)C=Cc2cc3ccc(=O)oc3cc2O1

compound no.	11	12	13	14	15	16	17	18	19	20
EBI2 antag	-2	4	-5	-7	-1	-14	-4	-2	-3	1
GRIN3A LBD mod	0	3	-1	-1	3	-2	0	-2	1	-3
CXCR6 inh	4	0	4	-6	0	1	7	-1	-6	3
MPTP inh	3.0	1.4	0.2	0.4	-2.2	-0.8	0.4	0.9	0.9	1.5
Gli-Sufu antag	3	-157	-3	-4	26	-5	-35	-36	-10	-25
APOBEC3G inh	-5	-1	-7	-13	-11	-8	-4	.	-5	-7
CCR6 antagonist	14	17	7	-6	13	3	0	15	10	3
A3A deaminase	0	0	3	1	2	-1	-2	.	0	-2

21) Cc1ccc([N+](=O)[O-])cc1S(=O)(=O)NCC1COc2ccccc2O1 (stereo not given)
22) Cc1ccc(-c2ccc(=O)n(CC(=O)NCCN(CC(C)C)CC(C)C)n2)cc1
23) COc1ccc(C(=O)Oc2ccc(N(C)S(=O)(=O)c3ccccc3)cc2)cc1[N+](=O)[O-]
24) COc1ccc(C(=O)N/C(=C\c2ccccc2)C(=O)NC(CC(C)C)C(=O)O)cc1 (stereo not given)
25) O=C(O)c1ccc2c(c1)C(=O)N(c1cccc(C(=O)/C=C/c3ccccc3)c1)C2=O
26) CCOc1cc(/C=C/c2nc3ccccc3s2)ccc1OCC(=O)N1CCOCC1
27) Cc1cc([N+](=O)[O-])ccc1-c1ccc(/C=N/NC(=O)c2ccc(Br)o2)o1
28) COc1ccc(-c2nc(NC(=O)CSc3nnc(C)s3)ns2)cc1
29) Cn1nccc1CNC(=O)c1ccnn1C
30) COc1cc(NS(=O)(=O)c2cn(C)cn2)cc(OC)c1

compound no.	21	22	23	24	25	26	27	28	29	30
EBI2 antag	5	-3	6	-9	0	-1	-6	-4	4	0
GRIN3A LBD mod	-7	-1	0	-1	2	-2	27*	0	-3	3
CXCR6 inh	-4	5	4	-22	-3	-10	-12	-2	-6	0
MPTP inh	0.1	-1.2	0.0	0.5	0.2	0.7	-0.1	-1.4	-0.1	-1.7
Gli-Sufu antag	-2	12	-11	-7	-10	1	9	-26	2	-5
APOBEC3G inh	0	-1	-2	-5	0	-9	1	-9	-4	-1
CCR6 antagonist	6	12	14	-3	8	5	12	-6	-11	-1
A3A deaminase	0	0	7	0	-1	-4	3	-5	4	-3

31) COc1cccc(C2=NOC(C(=O)Nc3ccc4c(c3)OCO4)C2)c1 (stereo not given)
32) Cc1ccc(C(=O)N2CCN(c3ccc([N+](=O)[O-])c(N4CCOCC4)c3)CC2)cc1
33) COc1ccc(C2=Nn3c(nnc3-c3ccccc3OC)SC2)cc1OC1CCOC1 (stereo not given)
34) Fc1ccc(-c2cc(-c3cccs3)cc(-c3ccccc3)n2)cc1
35) O=C(Cn1[nH]c(=O)c2ccccc2c1=O)OCC(=O)N1CCc2ccccc2C1
36) CCCN=C1N(CC)C[C@@H]2[C@@H]3C(=O)N(C)C(=O)[C@@H]3[C@](CC)(C(=O)OC)N12
37) COc1ccc(-c2cc3ccc(O)cc3oc2=O)cc1
38) CC(C)OC(=O)CSc1nnc(-c2ccccn2)n1-c1ccccc1
39) COc1ccccc1N(CC(=O)NCCC1=CCCCC1)S(=O)(=O)c1ccccc1
40) O=C(COn1nnc2ccc(C(F)(F)F)cc21)Nc1c(Cl)cccc1Cl

compound no.	31	32	33	34	35	36	37	38	39	40
EBI2 antag	2	6	-31	-30	2	1	-14	9	16	0
GRIN3A LBD mod	1	-3	4	1	-1	2	9	-1	-3	2
CXCR6 inh	0	-1	-1	-9	-10	4	-23	2	4	4
MPTP inh	-0.4	1.1	-1.6	3.9	0.3	-2.2	0.6	-1.6	-0.3	4.3
Gli-Sufu antag	-7	7	42	4	-7	-3	-96	-3	6	-6
APOBEC3G inh	-2	-7	12	-8	-4	-1	-4	-3	-5	-2
CCR6 antagonist	3	4	-12	8	6	17	-52	1	33	15
A3A deaminase	-2	-3	1	-2	-4	3	-5	-1	-1	1

41) Cc1ccc(-c2nnn(CC(=O)N(CC(=O)NC3CCCC3)c3cnc4ccccc4c3)n2)o1
42) COc1ccccc1C1OCC(C)([N+](=O)[O-])CO1 (stereo not given)
43) O=C(N/N=C/c1cccnc1)c1cc(-c2ccccc2Cl)nc2ccccc12
44) COc1cccc(OC)c1C(=O)OCC(=O)NC(=O)NCc1ccccc1
45) CCn1c(SCC(=O)Nc2ccc(OC)cc2)nc2c(c1=O)SCC2
46) O=c1[nH]c(C2CCN(S(=O)(=O)c3ccccc3)CC2)nc2c1nnn2Cc1c(F)cccc1Cl
47) Cc1ccc(-c2n[nH]c(=O)c3ccccc23)cc1S(=O)(=O)NC(C)(C)C
48) CCCN(CC(=O)Nc1ccccc1C)C(=O)C1CCCN(C(=O)c2ccc(Cl)cc2)C1 (stereo not given)
49) COc1ccc(C(=O)/C=C/c2ccsc2)cc1CSCC(=O)O
50) CC1(C)N([O-])C(c2ccccc2)=C[N+](=O)C1(C)C

compound no.	41	42	43	44	45	46	47	48	49	50
EBI2 antag	5	-17	-4	3	-4	7	37	-12	-12	9
GRIN3A LBD mod	1	0	1	-4	-1	-9	0	3	1	681*
CXCR6 inh	-1	10	6	6	5	-1	6	11	-3	-1
MPTP inh	0.1	0.1	-1.8	-0.5	-1.1	0.8	-1.7	-0.3	-0.5	-0.2
Gli-Sufu antag	5	2	4	21	-7	47	6	3	33	9
APOBEC3G inh	-2	.	5	-3	3	-12	-8	-2	-4	1
CCR6 antagonist	8	9	5	5	5	18	4	4	-6	-3
A3A deaminase	-5	.	4	3	2	-4	-3	-3	-4	5

# Complete entries, looked up by structure. Order of screens: EBI2 antag | GRIN3A LBD mod | CXCR6 inh | MPTP inh | Gli-Sufu antag | APOBEC3G inh | CCR6 antagonist | A3A deaminase
# CC1(C)N([O-])C(c2ccccc2)=C[N+](=O)C1(C)C is listed with 9 | 681* | -1 | -0.2 | 9 | 1 | -3 | 5
# Cc1ccc(-c2nnn(CC(=O)N(CC(=O)NC3CCCC3)c3cnc4ccccc4c3)n2)o1 is listed with 5 | 1 | -1 | 0.1 | 5 | -2 | 8 | -5
# O=c1[nH]c(C2CCN(S(=O)(=O)c3ccccc3)CC2)nc2c1nnn2Cc1c(F)cccc1Cl is listed with 7 | -9 | -1 | 0.8 | 47 | -12 | 18 | -4
# O=C(N/N=C/c1cccnc1)c1cc(-c2ccccc2Cl)nc2ccccc12 is listed with -4 | 1 | 6 | -1.8 | 4 | 5 | 5 | 4
# Cc1ccc(-c2n[nH]c(=O)c3ccccc23)cc1S(=O)(=O)NC(C)(C)C is listed with 37 | 0 | 6 | -1.7 | 6 | -8 | 4 | -3

# (listing goes on)
51) O=C(Nc1ccc(N2CCN(C(=O)c3ccco3)CC2)c(Cl)c1)c1cccnc1
52) CN(Cc1ccon1)C(=O)C1CCC(=O)N(Cc2ccc(Cl)cc2)C1 (stereo not given)
53) O=C1c2ccccc2[C@@H]2C[C@H]3O[C@H]3CCN12
54) CC(C)N(C(=O)Cn1c(SCC(=O)NC2CC2)nc2ccccc21)C(C)C
55) C/C(CC(=O)Nc1ccc([N+](=O)[O-])cc1)=N/NC(=O)C1C2CCCCC21 (stereo not given)
56) CN1CCC(NC(=S)Nc2cccc([N+](=O)[O-])c2)CC1
57) COc1ccc(C2C(C#N)=C(N)Oc3c2c(C)nn3-c2ccccc2)cc1Cn1nc(C)c([N+](=O)[O-])c1C (stereo not given)
58) CC(C)Cc1nnc(NC(=O)c2cc(-c3ccccc3)nc3ccccc23)s1
59) CCOc1ccc2[nH]c3c(N4CCN(C(=O)c5ccco5)CC4)ncnc3c2c1
60) COc1ccc(NC(=O)Nc2cccnc2)c(OC)c1

compound no.	51	52	53	54	55	56	57	58	59	60
EBI2 antag	4	0	-3	-2	0	-2	6	-9	19	-8
GRIN3A LBD mod	-2	2	-2	-1	0	-3	-5	-3	-5	-4
CXCR6 inh	-9	-4	0	-1	-3	1	9	-2	-11	-8
MPTP inh	-0.1	-0.2	3.7	-0.4	5.5	-1.6	1.0	3.5	-0.9	1.8
Gli-Sufu antag	24	3	2	-6	-3	-13	3	4	60*	-3
APOBEC3G inh	-4	-1	3	-8	-7	-13	-6	-6	0	2
CCR6 antagonist	-3	-5	18	6	17	1	13	-5	1	10
A3A deaminase	1	-1	7	-4	-2	-2	-3	-4	0	0

# Assay outcomes deposited in PubChem by Sanford-Burnham Center for Chemical Genomics.
